Bioassay records (PubChem BioAssay)
HKDC1 inh = HKDC1 (human) hexokinase inhibition; 340,000 tested, 0.16% active; recombinant HKDC1, G6PDH/diaphorase resazurin coupled fluorescence; inhibition, % at 20 µM;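 active means inhibition above about 35% when tested at 20 µM, limit read from the data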;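 further: plate controls were DMSO wells with enzyme for no effect and DMSO wells lacking enzyme for full effect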
Target sequence (Q2TB90 whole entry, looked up): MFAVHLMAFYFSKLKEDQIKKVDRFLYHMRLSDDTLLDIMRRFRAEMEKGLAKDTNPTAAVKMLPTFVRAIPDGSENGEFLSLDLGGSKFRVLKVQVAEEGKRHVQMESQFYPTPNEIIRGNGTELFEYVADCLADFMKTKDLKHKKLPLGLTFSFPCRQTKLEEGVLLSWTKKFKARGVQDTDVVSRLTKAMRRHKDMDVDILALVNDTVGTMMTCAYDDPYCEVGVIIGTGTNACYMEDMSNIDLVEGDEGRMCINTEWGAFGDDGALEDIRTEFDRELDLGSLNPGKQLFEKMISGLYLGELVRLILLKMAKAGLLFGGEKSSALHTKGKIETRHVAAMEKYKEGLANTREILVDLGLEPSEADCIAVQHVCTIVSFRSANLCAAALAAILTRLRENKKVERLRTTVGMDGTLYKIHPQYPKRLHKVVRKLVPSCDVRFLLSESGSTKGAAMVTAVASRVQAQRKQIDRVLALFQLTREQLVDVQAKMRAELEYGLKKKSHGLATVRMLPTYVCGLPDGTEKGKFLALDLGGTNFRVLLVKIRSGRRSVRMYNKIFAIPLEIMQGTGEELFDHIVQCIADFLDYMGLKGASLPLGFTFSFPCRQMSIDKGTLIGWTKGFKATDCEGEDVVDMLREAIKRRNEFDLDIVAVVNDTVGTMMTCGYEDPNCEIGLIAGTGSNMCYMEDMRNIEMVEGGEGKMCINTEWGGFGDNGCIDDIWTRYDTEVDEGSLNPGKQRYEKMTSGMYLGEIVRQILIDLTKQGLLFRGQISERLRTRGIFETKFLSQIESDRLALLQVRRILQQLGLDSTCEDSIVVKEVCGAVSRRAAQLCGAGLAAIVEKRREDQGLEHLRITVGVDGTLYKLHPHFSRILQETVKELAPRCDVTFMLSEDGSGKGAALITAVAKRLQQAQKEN
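System: Recombinant HKDC1 hexokinase | Amount: HKDC1 at 5 µg/mL | Reagent: Glucose with 1 mM ATP | Doses: Single 20 µM dose | Incubation: Reaction time 90 min, room temperature, protected from light | Signal: Coupled resazurin fluorescence, excitation 525 nm, emission 613 nm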
Apaf-1 inh = blocks human Apaf-1 apoptosome activity | O14727 | reconstituted apoptosome caspase-3 activity, DEVD-Rh110 fluorescence | inhibition, % at 20 µM | 330,000 tested, 0.71% active | AID 489030; active means inhibition of at least 40% at 20 µM;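 further: plate controls were DMSO wells for no effect and DEVD-CHO caspase inhibitor wells for full effect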
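System: Apoptosome proteins | Medium: Hepes pH 7.5 with detergent and BSA | Also added: Cytochrome c trigger plus (Z-DEVD)2-Rh110 caspase-3 substrate | Incubation: 30 min compound preincubation, 50 min activation, room temperature | Detection: Rhodamine 110 fluorescence at Ex 480/Em 540 nm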
697 NFkB inh = lowers PMA/ionomycin-induced NF-kB signal in 697 B cells; 697 B-cell NF-kB luciferase reporter, 16 h; 330,000 tested, 0.33% active; inhibition, % at 4 µM; in the data active means inhibition above about 35%
SENP7 inh = inhibitors of human SENP7 protease. Q9BQF6. inhibition, % at 5 µM. recombinant SENP7, Z-RLRGG-aminoluciferin luminescence, 40 min. 330,000 tested, 1.5% active;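 active means inhibition above about 50% at the single test dose, limit read from the data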;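 further: plate controls were DMSO with enzyme for no effect and no enzyme buffer wells for full effect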
SENP8 inh = SENP8 protease inhibition. inhibition, % at 10 µM. 330,000 tested, 1.2% active. Q96LD8. purified SENP8, Z-RLRGG-aminoluciferin cleavage, luminescence
Jurkat NFkB inh = inhibitors of the PMA/ionomycin-induced NF-kB reporter in Jurkat cells | 330,000 tested, 0.53% active | AID 435003 | PMA/ionomycin-induced NF-kB luciferase reporter, luminescence | inhibition, % at 4 µM
UBC13 polyUb = blocks human UBC13 polyubiquitin chain formation | P61088 | TR-FRET | inhibition, % at 20 µM | 330,000 tested, 0.47% active; in the data active means inhibition above about 45%, passing the limit was not always enough
Gli-Sufu antag = blocks Gli-Sufu signaling in a luciferase reporter. inhibition, % at 5 µM. 340,000 tested, 0.74% active. Sufu-KO-LIGHT fibroblasts, Gli luciferase reporter luminescence. AID 588413;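 active means inhibition above about 55%, limit read from the data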;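 further: 0% = DMSO-treated cells and 100% = wells with medium but no cells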
An asterisk follows results filed as active; / = no result given. Unless noted, no stated cut-off is given here; in the data, active means inhibition above about 50%; inactive means the rest.

Order of values – HKDC1 inh, Apaf-1 inh, 697 NFkB inh, SENP7 inh, SENP8 inh, Jurkat NFkB inh, UBC13 polyUb, Gli-Sufu antag
- C=CCn1c(Oc2ccc(C=O)cc2OCC)nc2c1c(=O)n(C)c(=O)n2C
 : -7, 6, -9, 10, 3, 3, 4, 10
- O=C(Nc1cc(S(=O)(=O)N2CCCCC2)ccc1O)c1ccccc1NS(=O)(=O)c1ccc(F)c(F)c1
 : 3, 23, -16, 6, 3, 0, -17, -3
- CCOc1ccc(/C=N/Nc2cc(C)nc(N3CCOCC3)n2)cc1
 : -1, -8, -33, 2, -3, -3, 1, -5
- O=C(Cn1cncn1)N/N=C/c1ccncc1
 : -5, -8, 7, 14, -5, -14, -6, 4
- CC(C)(C)C(=O)COC(=O)c1cc(S(=O)(=O)N2CCCCC2)ccc1N1CCOCC1
 : 4, 9, 3, -5, -4, 4, -4, 7
- O=S(=O)(Oc1ccc(C(=S)N2CCOCC2)cc1)c1ccc(Cl)cc1
 : -3, 7, 11, 3, -12, 13, 2, 7
- Cc1nc(SCCc2nc3ccccc3[nH]2)c2oc3ccccc3c2n1
 : 1, -2, 3, 4, 4, 11, 6, -7
- CC(=O)N=c1sc(C(C)(C)C)c(C)n1C
 : -12, -1, 7, 1, -2, 14, -2, 8
- Cc1ccc(S(=O)(=O)NC(N)=NCCc2ccc(Cl)cc2)cc1C
 : 0, 12, 7, 1, -8, -2, 5, -6
- CCc1cccc(CC)c1NC(=O)C(NS(=O)(=O)c1cccs1)c1ccccc1 (centres undefined)
 : -8, 4, 5, -3, -3, -8, -11, 0
- COc1cc(-n2c(=O)c3ccccc3n(CC(=O)c3ccc(Br)cc3)c2=O)cc(OC)c1OC
 : -3, -6, 22, -13, 4, -2, 1, 2
- Fc1ccccc1COc1ccc(/C=N/n2cnnc2)cc1
 : 0, 6, 13, -4, -20, -39, -5, 1
- CC1CCCN(CC(=O)NNC(=O)COc2ccc(Br)cc2)C1 (centres undefined)
 : -3, -4, 9, 2, 0, 7, 13, -15
- OCCNc1nc2ccccc2n1CC(O)c1ccccc1 (centres undefined)
 : -3, -3, -6, 11, 6, -20, -14, 3
- CCC(C)NS(=O)(=O)c1ccc(NC(=O)CCC2CCCCC2)cc1 (centres undefined)
 : 4, 3, 11, -1, 0, -4, 1, -5
- O=C(Nc1nnc(C2CC2)s1)c1cccc(S(=O)(=O)N2CCc3ccccc32)c1
 : 2, 2, 0, 4, 0, -6, 0, -8
- COC(=O)c1ccc(OCC(O)CN2CCN(C(=O)c3ccco3)CC2)c(OC)c1 (centres undefined)
 : -7, 2, 6, 1, 0, -8, 10, 5
- O=CN1Cc2ccccc2-c2ccccc2C1
 : -6, 6, 14, -1, -9, -7, 1, 30
- O=C(/C=C/c1ccc(OC(F)F)cc1)OCC(=O)N1CCC(c2ccccc2)=N1
 : -1, 21, -5, -11, -8, 34, -6, -3
- CN(C)NC(=O)C(NC(=O)c1ccc(N)cc1)C12CC3CC(CC(C3)C1)C2 (centres undefined)
 : -7, -3, -6, 0, -6, 8, 0, -6
- O=S(=O)(NCC1CCCO1)c1ccc(S(=O)(=O)N(Cc2ccc(F)cc2)C2CCCCC2)cc1 (centres undefined)
 : -1, 20, 4, -7, -9, 8, -4, -2
- CCOC(=O)Nc1sc2c(c1C#N)CCC(C)C2 (centres undefined)
 : -3, 4, -133, -11, -12, -62, -9, -65
- CSc1nc(N2CCOCC2)cc(N2CCOCC2)n1
 : -8, 0, -12, 4, 3, 0, 2, -4
- C/C(=N\OC(=O)c1ccccc1)c1c(C)nc2cc(C)ccn12
 : -7, 5, 8, 7, -4, -2, 8, -3
- COc1ccc(C(=O)C2CCCN(Cc3sc(N4CCCC4)nc3Cl)C2)c(OC)c1 (centres undefined)
 : 3, 1, 10, 5, -2, 11, 8, 33
- Cn1cccc1Cc1nnc(SCC(=O)Nc2nccs2)n1C
 : -6, -5, 4, 15, -6, -2, 4, -3
- Cc1ccc(CCC(=O)Nc2cc(Cl)ccc2Cl)o1
 : 5, 2, 8, -8, -6, 8, 7, -7
- O=C(COC(=O)CNC(=O)c1ccccc1)Nc1nc(-c2ccccc2)cs1
 : 3, 8, -17, 11, 5, -21, 10, -17
- Cc1ccnc(NC(=O)c2cnc(Cl)c(Cl)c2)c1
 : -4, 2, 15, 28, 12, -10, 5, 21
- COc1ccc(NC(=O)COC(=O)c2ccc(S(=O)(=O)N3CCCC3)cc2)cc1OC
 : -5, -2, 14, -8, -12, -10, -6, 1

Of the compounds above, two have a thiophene ring, fused or not.
Order of values – HKDC1 inh, Apaf-1 inh, 697 NFkB inh, SENP7 inh, SENP8 inh, Jurkat NFkB inh, UBC13 polyUb, Gli-Sufu antag
- CCc1cccc(CC)c1NC(=O)C(NS(=O)(=O)c1cccs1)c1ccccc1 (centres undefined)
 : -8, 4, 5, -3, -3, -8, -11, 0
- CCOC(=O)Nc1sc2c(c1C#N)CCC(C)C2 (centres undefined)
 : -3, 4, -133, -11, -12, -62, -9, -65

Part of the list above, set out differently:
| smiles | HKDC1 inh | Apaf-1 inh | 697 NFkB inh | SENP7 inh | SENP8 inh | Jurkat NFkB inh | UBC13 polyUb | Gli-Sufu antag |
| --- | --- | --- | --- | --- | --- | --- | --- | --- |
| O=C(Nc1cc(S(=O)(=O)N2CCCCC2)ccc1O)c1ccccc1NS(=O)(=O)c1ccc(F)c(F)c1 | 3 | 23 | -16 | 6 | 3 | 0 | -17 | -3 |
| Cn1cccc1Cc1nnc(SCC(=O)Nc2nccs2)n1C | -6 | -5 | 4 | 15 | -6 | -2 | 4 | -3 |
| CC(C)(C)C(=O)COC(=O)c1cc(S(=O)(=O)N2CCCCC2)ccc1N1CCOCC1 | 4 | 9 | 3 | -5 | -4 | 4 | -4 | 7 |

Gathered by group: the entries above with a tert-butyl group
Order of values – HKDC1 inh, Apaf-1 inh, 697 NFkB inh, SENP7 inh, SENP8 inh, Jurkat NFkB inh, UBC13 polyUb, Gli-Sufu antag
- CC(C)(C)C(=O)COC(=O)c1cc(S(=O)(=O)N2CCCCC2)ccc1N1CCOCC1
 : 4, 9, 3, -5, -4, 4, -4, 7
- CC(=O)N=c1sc(C(C)(C)C)c(C)n1C
 : -12, -1, 7, 1, -2, 14, -2, 8

New compounds follow
Order of values – HKDC1 inh, Apaf-1 inh, 697 NFkB inh, SENP7 inh, SENP8 inh, Jurkat NFkB inh, UBC13 polyUb, Gli-Sufu antag
- CCN(C(=O)COC(=O)c1cc(-c2ccccc2)nc2c1c(C)nn2-c1ccccc1)C1CCS(=O)(=O)C1 (centres undefined)
 : -2, 19, -4, 0, -3, -23, 52*, 2
- CSc1ccccc1NC(=O)CSCc1ccc(C)cc1
 : 0, 25, -8, -5, -13, 19, 2, -10
- O=C1C2C3C=CC(CC3)C2C(=O)N1/N=C/c1ccco1 (centres undefined)
 : -5, -4, 7, 7, -2, 10, 14, -11
- COc1cc(C(=O)NCCN2CCOCC2)cc(OC)c1OC
 : -1, -2, 3, -11, -4, -24, -8, 14
- O=C(c1ccc(CNS(=O)(=O)c2ccc(Br)cc2)cc1)N1CCCCCC1
 : 9, 10, -27, 16, -9, -4, -2, 6
- CN(Cc1nc(-c2cnccn2)no1)CC1CCN(Cc2ccccc2)CC1
 : -2, -18, 25, 0, 4, -1, 8, 6
- COc1ccc(C(=O)CC(=O)c2ccccc2O)cc1OC
 : -9, 6, -26, -5, -6, -10, -4, -15
- Cc1ccc(C)c(-c2csc(N)c2C(=O)OC(C)C)c1
 : -5, 29, -10, -9, -4, -13, -5, 1
- COCCNC(=O)C(c1ccc(C)o1)N(Cc1ccccc1)C(=O)Cn1nnc2ccccc21 (centres undefined)
 : -6, 7, -16, 3, -10, -15, -5, 9
- Cc1cccc(C(=O)N(C)c2nnc(-c3ccncc3)s2)c1
 : 0, 9, -103, -5, -3, -15, -13, -10
- Cc1cc2ccccc2c(=O)n1CC(=O)NCC(=O)N(C)C1CCCCC1
 : -5, -2, -18, 3, -4, -27, 1, 11
- Cc1ccc(C)c(NS(=O)(=O)c2ccc3oc(=O)ccc3c2)c1
 : 1, -2, 17, -9, -4, 8, 7, 4
- OCC1(CO)COC2(CCCC2)N1
 : -15, -12, 3, 2, -4, -2, -5, 1
- CCOC(=O)C1=C(C)NC(C)=C(C(=O)OCC)C1c1ccc([N+](=O)[O-])s1
 : 1, 2, 15, 3, 15, 20, -4, -25
- O=C(COC(=O)CCCN=C1NS(=O)(=O)c2ccccc21)NC(=O)NC1CCCC1
 : 6, 0, 12, -1, 13, -5, 4, 0
- CC(=O)Nc1ccc(Nc2nc(-c3ccccc3)nc3ccccc23)cc1
 : -5, -2, 8, 4, -2, -10, 6, 3
- CCc1nc(NCCc2ccccn2)c2nnn(Cc3ccccc3F)c2n1
 : -3, 1, -12, -1, -5, 2, 0, -12
- Cc1cc(C(=O)N/N=C/c2cccc(OC(=O)c3cccc(Br)c3)c2)n[nH]1
 : -7, 28, 7, 1, -5, -9, -4, -12
- Cn1c(C(=O)N(Cc2ccccc2)Cc2cccs2)cc2sccc21
 : -3, 5, 13, -11, 0, -8, 2, 12
- O=C(CCCNC(=O)c1ccc(Cl)cc1)OCc1cccc(Br)c1
 : -4, 23, 12, 2, -10, -7, 6, -7
- CC(CCc1ccccc1)NC(=O)/C=C/c1ccc(F)cc1 (centres undefined)
 : /, 20, 4, -8, -10, 4, -10, /
- O=C(O)CCCCCNC(=O)C(=O)C1C(=O)Nc2ccccc21 (centres undefined)
 : -2, -1, 9, -6, -5, -12, -12, 2
- Cc1ccc(N2CCCn3c2cc(C)c(C#N)c3=O)cc1Cl
 : 9, 15, -22, -3, 8, 13, 0, 13
- CCN=C1S/C(=C\c2cn(CC)c3ccccc23)C(=O)N1CC
 : 2, 6, -1, 1, 3, 14, -3, 9
- COC(=O)c1c(NC(=O)C2CCCCC2)sc2c1CCN(C(C)C)C2
 : 1, 0, -7, -13, -9, -1, -2, 11
- N/C(=N\OC(=O)Cc1ccccc1)c1cccc(Br)c1
 : 3, -1, 6, 5, 3, -15, -7, -8

Reprinted at random: 5 records from the list
Order of values – HKDC1 inh, Apaf-1 inh, 697 NFkB inh, SENP7 inh, SENP8 inh, Jurkat NFkB inh, UBC13 polyUb, Gli-Sufu antag
- Cc1cc2ccccc2c(=O)n1CC(=O)NCC(=O)N(C)C1CCCCC1
 : -5, -2, -18, 3, -4, -27, 1, 11
- CCOC(=O)C1=C(C)NC(C)=C(C(=O)OCC)C1c1ccc([N+](=O)[O-])s1
 : 1, 2, 15, 3, 15, 20, -4, -25
- OCC1(CO)COC2(CCCC2)N1
 : -15, -12, 3, 2, -4, -2, -5, 1
- O=C1C2C3C=CC(CC3)C2C(=O)N1/N=C/c1ccco1 (centres undefined)
 : -5, -4, 7, 7, -2, 10, 14, -11
- COc1cc(C(=O)NCCN2CCOCC2)cc(OC)c1OC
 : -1, -2, 3, -11, -4, -24, -8, 14
